TcdB inh – TcdB glycohydrolase inhibitors, primary screen, biochemical, single point, plate reader | Toxin B (Clostridioides difficile), P18177 | TcdB glycohydrolase enzymatic assay | inhibition, % at 9.99 µM | 350,000 tested, 0.24% active | AID 652162, 2013; in the data active = inhibition above about 10%
An asterisk follows results filed as active. The list is partial; the hit share may differ from the screen's.

C[C@@H]1CCCCO[C@H](CN(C)CC2CCCCC2)[C@H](C)CN([C@@H](C)CO)C(=O)c2cc(NS(=O)(=O)c3ccccc3)ccc2O1
  TcdB inh = 0.9

O=C(N[C@@H]1CC[C@@H](CCNS(=O)(=O)c2ccccc2)O[C@@H]1CO)c1cnccn1
  TcdB inh = -0.6

CC(C)C#Cc1cnc2c(c1)C(=O)N([C@H](C)CO)C[C@H](C)[C@@H](CN(C)Cc1ccccc1)O2
  TcdB inh = 0.8

COc1cccc(NC(=O)N(C)C[C@H]2Oc3cc(-c4ccccc4F)ccc3S(=O)(=O)N([C@@H](C)CO)C[C@@H]2C)c1
  TcdB inh = 0.3

O=C(C[C@H]1C[C@H]2c3cc(NC(=O)NC4CCCCC4)ccc3O[C@H]2[C@@H](CO)O1)NCc1cccnc1
  TcdB inh = -0.3

Cc1ccc(S(=O)(=O)N(C)C[C@@H]2Oc3c(NC(=O)c4ccc(-c5nccs5)cc4)cccc3C(=O)N([C@H](C)CO)C[C@H]2C)cc1
  TcdB inh = -2.0

C[C@@H]1CCCCO[C@H](CN(C)S(=O)(=O)c2cccs2)[C@@H](C)CN([C@@H](C)CO)C(=O)c2cc(NS(=O)(=O)c3ccc(Cl)cc3)ccc2O1
  TcdB inh = -0.9

COCC#Cc1cnc2c(c1)C(=O)N([C@H](C)CO)C[C@@H](C)[C@H](CN(C)C(=O)c1ccc(F)cc1)O2
  TcdB inh = 0.6

CNC[C@@H]1Oc2ncc(C#Cc3cccc(OC)c3)cc2C(=O)N([C@@H](C)CO)C[C@@H]1C
  TcdB inh = 0.0

C[C@@H]1CN([C@H](C)CO)C(=O)c2cc(NC(=O)C3CCCCC3)ccc2O[C@@H]1CN(C)CC1CCCCC1
  TcdB inh = 1.4

CN1C(=O)c2cc(NC(=O)NC3CCCC3)ccc2OC[C@@H]2O[C@H](CC(=O)NCC3CC3)CC[C@@H]21
  TcdB inh = 0.7

COC(=O)C[C@@H]1C=C[C@@H](NS(=O)(=O)c2ccccc2F)[C@H](CO)O1
  TcdB inh = 0.5

COc1ccccc1NC(=O)N(C)C[C@@H]1Oc2ncc(C#CC(C)C)cc2C(=O)N([C@@H](C)CO)C[C@@H]1C
  TcdB inh = 0.6

O=C(C[C@@H]1CC[C@H]2[C@@H](COC[C@H](O)CN2Cc2ccccc2)O1)N1CCOCC1
  TcdB inh = -0.7

COc1ccc2c3c(n(C)c2c1)[C@H](CO)N(C(C)=O)CC31CN(Cc2nccs2)C1
  TcdB inh = -8.1

O=C(CN1CCOCC1)N1CC(=O)N2[C@H](CO)[C@@H](c3ccc(-c4cccc(F)c4)cc3)[C@H]2C1
  TcdB inh = 1.0

C[C@H](O)C#Cc1ccc2c(c1)O[C@H](CN(C)Cc1ccccc1)[C@@H](C)CN([C@H](C)CO)S2(=O)=O
  TcdB inh = 1.7

C[C@@H]1CN([C@H](C)CO)C(=O)Cc2cc(NC(=O)C3CC3)ccc2O[C@@H]1CN(C)CC1CCCCC1
  TcdB inh = -1.4

C[C@H](CO)N1C[C@H](C)[C@@H](CN(C)CC2CC2)Oc2ccc(NS(=O)(=O)c3ccc(Cl)cc3)cc2C1=O
  TcdB inh = 0.3

O=C(N[C@H]1CC[C@H](CC(=O)N2CCCCC2)O[C@H]1CO)c1ccccn1
  TcdB inh = 0.1

C[C@H](CO)N1C[C@H](C)[C@H](CN(C)C(=O)Nc2ccc(F)cc2)Oc2ncc(-c3ccc(C#N)cc3)cc2C1=O
  TcdB inh = 0.9

O=C(NCC[C@@H]1CC[C@@H](NC(=O)C2CCC2)[C@H](CO)O1)c1cc(Cl)cc(Cl)c1
  TcdB inh = -0.3

Cc1noc(C)c1S(=O)(=O)Nc1ccc2c(c1)C(=O)N([C@H](C)CO)C[C@H](C)[C@@H](CN(C)C(=O)NC(C)C)OCCCC[C@@H](C)O2
  TcdB inh = -3.2

COc1ccc2c3c([nH]c2c1)[C@@H](CO)N(C(=O)NC1CCCC1)CC31CN(C(=O)Nc2cccc(F)c2)C1
  TcdB inh = 0.2

COc1ccc2c3c(n(C)c2c1)[C@@H](CO)N(C(=O)CC1CC1)CC31CN(Cc2ccccc2)C1
  TcdB inh = 0.6

CCCN1C[C@@H](C)[C@@H](OC)CN(C)C(=O)c2cc(NC(=O)NC3CCCCC3)ccc2OC[C@@H]1C
  TcdB inh = 0.0

O=C(c1cccnc1)N1CC(=O)N2[C@@H](CO)[C@H](c3ccc(/C=C/c4ccccc4)cc3)[C@@H]2C1
  TcdB inh = 0.2

CC(C)NC(=O)N(C)C[C@@H]1Oc2cc(-c3ccccc3F)ccc2S(=O)(=O)N([C@H](C)CO)C[C@@H]1C
  TcdB inh = 0.2

COc1ccc(NC(=O)N(C)C[C@@H]2OCCCC[C@H](C)Oc3ccc(NC(=O)Nc4c(C)noc4C)cc3C(=O)N([C@@H](C)CO)C[C@H]2C)cc1
  TcdB inh = -0.2

Cc1ccc(S(=O)(=O)Nc2ccc3c(c2)C(=O)N([C@H](C)CO)C[C@@H](C)[C@H](CN(C)S(=O)(=O)c2cccs2)OCCCC[C@@H](C)O3)cc1
  TcdB inh = 0.1

O=C(O)C[C@@H]1C[C@H]2c3cc(NS(=O)(=O)c4ccc(F)cc4)ccc3O[C@H]2[C@H](CO)O1
  TcdB inh = -1.9

CCC(=O)Nc1ccc2c(c1)C(=O)N(C)C[C@H](OC)[C@H](C)CN(C(=O)CC)[C@@H](C)CO2
  TcdB inh = 0.7

COc1ccc(S(=O)(=O)N(C)C[C@H]2Oc3c(NC(=O)Nc4ccc(F)cc4)cccc3C(=O)N([C@H](C)CO)C[C@H]2C)cc1
  TcdB inh = 0.9

C[C@H](CO)N1C[C@H](C)[C@H](CN(C)Cc2ccccc2)Oc2ccc(NC(=O)Nc3ccc(F)cc3)cc2CC1=O
  TcdB inh = -0.4

CCC(=O)N1CC2(CN(C(=O)Nc3ccccc3F)C2)c2c([nH]c3cc(OC)ccc23)[C@@H]1CO
  TcdB inh = -2.2

C[C@H](CO)N1C[C@H](C)[C@@H](CN(C)C(=O)Nc2ccccc2)Oc2ccc(NC(=O)Nc3ccc(F)cc3)cc2CC1=O
  TcdB inh = -0.7

N#Cc1ccc(-c2ccc3c(c2)[C@H]2[C@H](CCN2S(=O)(=O)c2cccc(F)c2)[C@@H](CO)N3)cc1
  TcdB inh = -0.8

C[C@@H]1CN([C@@H](C)CO)C(=O)Cc2cc(NC(=O)Cc3ccccc3)ccc2O[C@@H]1CN(C)C
  TcdB inh = -0.4

CCCC#Cc1cnc2c(c1)C(=O)N([C@@H](C)CO)C[C@@H](C)[C@@H](CN(C)Cc1ccccc1)O2
  TcdB inh = -0.1

COc1ccc(CN(C)C[C@H]2OCCCC[C@@H](C)Oc3ccc(NS(=O)(=O)c4cn(C)cn4)cc3C(=O)N([C@@H](C)CO)C[C@@H]2C)cc1
  TcdB inh = -1.5

C[C@@H]1CN([C@@H](C)CO)C(=O)c2cc(NC(=O)Nc3ccc4c(c3)OCO4)ccc2O[C@@H](C)CCCCO[C@@H]1CN(C)Cc1ccncc1
  TcdB inh = -0.4

C[C@H](CO)N1C[C@H](C)[C@@H](CN(C)Cc2cncnc2)Oc2ncc(-c3ccc(F)cc3)cc2C1=O
  TcdB inh = 0.0

CC=Cc1ccc2n(c1=O)C[C@@H]1[C@@H](CO)[C@H](C(=O)N3CCc4ccccc4C3)[C@H]2N1CCC (mixture of isomers)
  TcdB inh = 0.8

COCC(=O)N1CC2(C1)[C@H](c1ccc(-c3ccc(F)cc3)cc1)[C@H](CO)N2C(=O)C1CC1
  TcdB inh = 0.6

CC(=O)N(C)C[C@H]1[C@@H](c2ccc(-c3ccccc3F)cc2)[C@@H](CO)N1C(C)=O
  TcdB inh = 0.2

C[C@H]1CN([C@@H](C)CO)C(=O)Cc2cc(NC(=O)C3CCCCC3)ccc2O[C@H]1CN(C)Cc1ccc(C(=O)O)cc1
  TcdB inh = -0.8

O=S(=O)(Cc1ccccc1)N1CCCCN2[C@H](C1)[C@H](c1ccc(-c3cccnc3)cc1)[C@@H]2CO
  TcdB inh = 0.7

C[C@@H]1CN([C@H](C)CO)C(=O)Cc2cc(NS(C)(=O)=O)ccc2O[C@@H]1CN(C)C(=O)Nc1ccc(F)cc1
  TcdB inh = -0.5

COc1ccccc1C(=O)Nc1ccc2c(c1)C(=O)N(C)C[C@@H](OC)[C@@H](C)CN(CC1CC1)[C@H](C)CO2
  TcdB inh = -0.1

C[C@@H]1CCCCO[C@H](CN(C)S(=O)(=O)c2ccccc2)[C@H](C)CN([C@H](C)CO)C(=O)c2cc(NS(=O)(=O)c3ccc(Cl)cc3)ccc2O1
  TcdB inh = 0.0

Arranged by length of the SMILES (low to high): three of the compounds above
CC=Cc1ccc2n(c1=O)C[C@@H]1[C@@H](CO)[C@H](C(=O)N3CCc4ccccc4C3)[C@H]2N1CCC (mixture of isomers)
  TcdB inh = 0.8

C[C@H]1CN([C@@H](C)CO)C(=O)Cc2cc(NC(=O)C3CCCCC3)ccc2O[C@H]1CN(C)Cc1ccc(C(=O)O)cc1
  TcdB inh = -0.8

C[C@@H]1CN([C@@H](C)CO)C(=O)c2cc(NC(=O)Nc3ccc4c(c3)OCO4)ccc2O[C@@H](C)CCCCO[C@@H]1CN(C)Cc1ccncc1
  TcdB inh = -0.4

The list goes on:
C[C@@H]1CN([C@@H](C)CO)C(=O)Cc2cc(NC(=O)C3CCCCC3)ccc2O[C@@H]1CN(C)C(=O)Nc1ccccc1
  TcdB inh = 0.4

O=C(Cc1ccccn1)NCC[C@@H]1CC[C@@H](NC(=O)Nc2ccc(F)cc2)[C@H](CO)O1
  TcdB inh = -0.3

C[C@H]1CN([C@@H](C)CO)C(=O)Cc2cc(NC(=O)NC3CCCCC3)ccc2O[C@H]1CN(C)Cc1ccncc1
  TcdB inh = 0.6

COc1ccc(NC(=O)Nc2ccc3c(c2)C(=O)N([C@H](C)CO)C[C@@H](C)[C@H](CN(C)C(=O)Nc2ccc(F)cc2)O3)cc1
  TcdB inh = -0.2

O=C(CC1CC1)N[C@@H]1CC[C@@H](CCNS(=O)(=O)c2ccc(F)cc2)O[C@H]1CO
  TcdB inh = 0.7

CCCNC(=O)N(C)C[C@H]1Oc2cc(Br)ccc2S(=O)(=O)N([C@H](C)CO)C[C@@H]1C
  TcdB inh = -1.1

COc1ccc(CN2C[C@H](O)COC[C@@H]3O[C@@H](CC(=O)NCc4ccccc4Cl)CC[C@H]32)cc1
  TcdB inh = 0.1

C[C@H](CO)N1C[C@H](C)[C@H](CN(C)Cc2cccnc2)Oc2cc(/C=C/c3ccccc3)ccc2S1(=O)=O
  TcdB inh = 1.7

O=C(Nc1ccccc1O)C1=C[C@H](c2coc3ccccc3c2=O)C[C@H](OCCCCO)O1
  TcdB inh = -3.4

Cc1noc(C)c1NC(=O)Nc1ccc2c(c1)C(=O)N([C@@H](C)CO)C[C@H](C)[C@@H](CN(C)S(=O)(=O)c1cn(C)cn1)OCCCC[C@@H](C)O2
  TcdB inh = 0.2

COc1ccccc1-c1cnc2c(c1)C(=O)N([C@@H](C)CO)C[C@H](C)[C@@H](CN(C)C(C)=O)O2
  TcdB inh = -0.1

COc1ccc(CN(C)C[C@H]2OCCCC[C@@H](C)Oc3ccc(NS(=O)(=O)c4cccs4)cc3C(=O)N([C@H](C)CO)C[C@@H]2C)cc1
  TcdB inh = -0.8

C[C@@H]1CN([C@@H](C)CO)C(=O)c2cc(NS(=O)(=O)c3ccc(F)cc3)ccc2O[C@@H](C)CCCCO[C@@H]1CN(C)CC1CCCCC1
  TcdB inh = -0.7

C[C@H](CO)N1C[C@H](C)[C@H](CN(C)S(=O)(=O)c2ccc(F)cc2)Oc2c(NC(=O)c3ccc(-c4nccs4)cc3)cccc2C1=O
  TcdB inh = -0.1

CCC(=O)Nc1ccc2c(c1)C(=O)N(C)C[C@@H](OC)[C@@H](C)CN(C(=O)c1ccccn1)[C@@H](C)CO2
  TcdB inh = 0.0

C[C@@H]1CN([C@@H](C)CO)C(=O)c2cc(NS(=O)(=O)c3cn(C)cn3)ccc2O[C@H]1CN(C)CC1CC1
  TcdB inh = 0.3

C[C@H](CO)N1C[C@H](C)[C@@H](CN(C)C(=O)Nc2ccc(C(F)(F)F)cc2)OCCCC[C@H](C)Oc2ccc(NS(=O)(=O)c3ccc(Cl)cc3)cc2C1=O
  TcdB inh = 1.3

Cc1ccc(S(=O)(=O)N(C)C[C@H]2OCCCC[C@H](C)Oc3ccc(NS(=O)(=O)c4cn(C)cn4)cc3C(=O)N([C@@H](C)CO)C[C@H]2C)cc1
  TcdB inh = -0.2

COc1ccc(NC(=O)N(C)C[C@H]2OCCCC[C@@H](C)Oc3ccc(NC(=O)NC4CCCCC4)cc3C(=O)N([C@@H](C)CO)C[C@H]2C)cc1
  TcdB inh = 0.7

C[C@H](NC(=O)[C@@H]1[C@@H](CO)[C@@H]2Cn3c(cccc3=O)[C@H]1N2CCC(F)(F)F)c1ccccc1
  TcdB inh = 0.3

CNC[C@H]1Oc2cc(C#CC(C)C)ccc2S(=O)(=O)N([C@H](C)CO)C[C@@H]1C
  TcdB inh = -0.6

CN(C)CC(=O)N1CC2(C1)[C@H](c1ccccc1)[C@H](CO)N2S(=O)(=O)c1ccccc1
  TcdB inh = -0.9

C[C@@H]1CN([C@H](C)CO)C(=O)c2cc(NC(=O)NC3CCCCC3)ccc2O[C@@H](C)CCCCO[C@@H]1CN(C)Cc1ccc(Cl)c(Cl)c1
  TcdB inh = -2.9

O=C(C1CC1)N1CC(=O)N2[C@H](CO)[C@H](c3ccc(C#Cc4cccc(F)c4)cc3)[C@H]2C1
  TcdB inh = 0.1

C[C@@H]1CN([C@H](C)CO)C(=O)c2cc(NC(=O)C3CCCCC3)ccc2O[C@H]1CN(C)S(=O)(=O)c1ccc(F)cc1
  TcdB inh = 1.6

Cc1ccc(S(=O)(=O)N(C)C[C@H]2OCCCC[C@@H](C)Oc3ccc(NC(=O)Nc4cccc5ccccc45)cc3C(=O)N([C@H](C)CO)C[C@@H]2C)cc1
  TcdB inh = -1.2

COc1ccc([Si](C)(C)[C@H]2[C@H](CCn3cc(CCO)nn3)O[C@@]3(C(=O)N(Cc4ccc(N5C(=O)c6cccc7cccc5c67)cc4)c4ccccc43)[C@@H]2C)cc1
  TcdB inh = -6.3

CO[C@@H]1CN(C)C(=O)c2cc(NC(=O)Nc3cccc(F)c3)ccc2OC[C@@H](C)N(C(C)=O)C[C@@H]1C
  TcdB inh = -1.0

CCCN(C)C[C@@H]1Oc2ncc(C#CC3(O)CCCC3)cc2C(=O)N([C@H](C)CO)C[C@@H]1C
  TcdB inh = 0.2

Screening data deposited in PubChem BioAssay by Broad Institute.
